Compound activity as filed in PubChem BioAssay.
UDG counter – Primary qHTS assay for inhibitors of Activation Induced Cytidine Deaminase (AID): UDG Counterscreen signal. AID 1347430, 2020. FRET deamination/UDG coupled assay, UDG read, 4 h. Uracil-DNA glycosylase. Potency, µM (titrated, usually from 115 µM), without a hit: at the highest dose activity change, negative = inhibition, actives largely listed as inhibitors. 91,000 compounds, 0.14% hits; also: nearly all actives have a fitted effect of over 65% in size
AID inh – Primary qHTS assay for inhibitors of Activation Induced Cytidine Deaminase (AID): AID signal. Single-stranded DNA cytosine deaminase (Homo sapiens), Q9GZX7. AID deamination FRET fluorescence, UDG-coupled, 4 h. Potency, µM (titrated, usually from 115 µM), for inactives: at the top dose activity change, negative = inhibition, actives largely listed as inhibitors. 91,000 compounds, 0.32% hits. AID 1347428, 2020; also: nearly all actives have a fitted effect of over 25% in size
Target sequence (Q9GZX7 whole entry, looked up): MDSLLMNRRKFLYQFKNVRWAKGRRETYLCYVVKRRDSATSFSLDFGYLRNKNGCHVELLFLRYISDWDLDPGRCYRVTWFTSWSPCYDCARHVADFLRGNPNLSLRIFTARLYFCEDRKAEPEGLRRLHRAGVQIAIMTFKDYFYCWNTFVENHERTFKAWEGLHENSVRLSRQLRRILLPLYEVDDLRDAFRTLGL
An asterisk follows results filed as active; ? = inconclusive; [ ] = remark or other dose. Calls follow the shape of the dose curve; as a rule, active = well fitted curve in the direction sought with a large enough effect; inconclusive = small, poorly fitted or top-dose-only effect, or another doubt; inactive = no such curve, though single readings can be large; an effect the other way counts as inactive or inconclusive. % is scaled to controls: 0 for no effect and ±100 for the full control effect; potency is read from the fitted curve at half-maximal effect. Not all compounds are listed. The share of hits here may be higher or lower than overall.

item | SMILES | UDG counter | AID inh
1 | CCn1c(SCc2ccc(F)cc2Cl)nc(=O)c2c(C(=O)OC)cc(C3CC3)nc21 | 9.0% | ?
2 | N#Cc1ccccc1Oc1ccc(OCc2ccccc2)cc1 | -9.4% | -9.8%
3 | O=C(O)Cc1cccc2cccnc12 | 2.8% | 5.2%
4 | CC(=O)c1cccc(NC(=O)CCc2c(C)nc3c(c(C)nn3-c3ccccc3)c2C)c1 | -14.0%[57.5 µM] | -16.1%
5 | CCOc1ccccc1NC(=O)CCc1c(C)nc2c(c(C)nn2-c2ccccc2)c1C | -11.9%[57.5 µM] | -7.9%
6 | Cc1ccc(-n2c(C)nnc2SCC(=O)Nc2c(C#N)c(C)c(C)n2Cc2ccccc2)cc1 | -5.0% | -11.8%
7 | CCOc1ccc(NC(=O)CSC2=C(C#N)C(c3ccc(Cl)cc3)C3=C(CCCC3=O)N2)cc1 (stereo not drawn) | -1.2% | -1.2%
8 | NC(=O)c1c(NC(=O)CS(=O)(=O)c2ccc(Cl)cc2)sc2c1CCCCC2 | -12.6% | 15.2%
9 | COC(=O)c1ccc(Cn2cnc3nc4c(cc3c2=O)CCCC4)cc1 | 50.9%[activator] | 25.4%
10 | CCn1c(SCC(=O)Nc2ccc(C(C)=O)cc2)nnc1-c1cc2ccccc2o1 | 3.0% | -6.7%
11 | COc1ccccc1CNC(=O)c1sc(NC2CC2)nc1C | 6.2% | 0.5%
12 | Cc1ccc(C(=O)Nc2cccc(-c3nc4ccccc4s3)c2C)cc1 | -4.2% | -4.7%
13 | O=C(CNC(=O)c1ccc(Oc2ccccc2)cc1)NNC(=O)CSc1cccc2cccnc12 | -3.0% | ?
14 | Cc1ccc(-c2nc(CN3CCN(C(=O)c4ccco4)CC3)c(C)o2)cc1 | 17.6% | -16.5%
15 | CCOc1ccc(N(CC(=O)OC)S(=O)(=O)c2ccc3c(c2)n(C)c(=O)c(=O)n3C)cc1 | -1.3%[57.5 µM] | -7.9%
16 | Cc1ccc(-c2ccc(C=O)o2)cc1Cl | -6.2% | -5.2%
17 | CCc1nn(CC(=O)NCCCc2ccccc2)c(=O)c2cc3ccccc3n12 | 16.6% | -4.8%
18 | Cc1cc(F)ccc1NC(=O)c1cc(S(=O)(=O)N2CCc3ccccc32)cn1C | -14.7% | -17.7%
19 | Cc1ccc(OCCSc2nc3ccc(NC(=O)c4ccc5c(c4)OCO5)cc3s2)cc1 | -26.1% | 3.3%
20 | O=C(COc1ccccc1)Nc1ccc2nc(SCC(=O)N3CCCC3)sc2c1 | -1.8%[57.5 µM] | 15.5%
21 | Cc1ccc(CNC(=O)c2ccccn2)s1 | -5.1% | 1.3%
22 | Cc1ccc(NC(c2nnc(-c3ccccc3)o2)c2ccccc2F)c([N+](=O)[O-])c1 (stereo not drawn) | ? | -8.5%
23 | CCCCCNc1nc2c(c(=O)n(Cc3ccccc3Cl)c(=O)n2C)n1C | 38.7%[activator] | -12.3%
24 | CCOC(=O)c1cc2cc(C(C)CC)ccc2[nH]1 (stereo not drawn) | 6.8% | 0.5%
25 | Cc1c(Cl)cccc1NC(=O)CCc1c[nH]c2ccccc12 | -5.7% | -10.3%
26 | Cc1ccc(NC(=O)CSc2nccn2-c2ccccc2)cc1 | 14.4% | -22.1%
27 | CCOC(=O)c1cccc(NC(=O)CCc2c(C)nn(-c3ccc(N4CCCCC4)nn3)c2C)c1 | 4.6%[57.5 µM] | 13.8%
28 | Cc1cccc2nc(-c3ccc(N4CCOCC4)cc3)c(Nc3ccc4c(c3)OCCO4)n12 | 9.1% | -16.8%
29 | CCCN(CCC)S(=O)(=O)c1ccc(SCC(=O)OCC)c([N+](=O)[O-])c1 | -4.6% | 2.7%
30 | CSCCC(=O)Nc1ccc2c(c1)CCC2 | 3.5% | -4.1%
31 | Cc1ccc(NC(=O)CN(C)S(=O)(=O)c2ccc3c(c2)CCC(=O)N3)c(C)c1 | 4.6%[57.5 µM] | -2.4%[57.5 µM]
32 | CN1CCN(C(CNC(=O)C(=O)Nc2ccc(F)cc2F)c2ccc3c(c2)OCO3)CC1 (stereo not drawn) | 8.2% | 0.0%
33 | COc1cc(OC)cc(C(=O)Nc2ccc3oc(-c4ccc(Cl)cc4)nc3c2)c1 | ? | -0.6%
34 | Cc1ccc(Nc2nc(NCc3ccc4c(c3)OCO4)nc3nccnc23)c(C)c1 | 5.4% | -4.9%
35 | CCN1CCN(c2cc(C)c3cc(NC(=O)/C=C/c4ccc(C)cc4)ccc3n2)CC1 | -0.5% | 12.8%
36 | Cc1nnc(SCc2ccccc2Cl)c2cc3sccc3n12 | -11.4% | ?
37 | COc1cccc(NC(=O)c2cc3c(=O)n(C)c4ccccc4c3n2C)c1 | -4.2% | 15.0%
38 | CCc1ccc(S(=O)(=O)Nc2cccc(-c3ccc(N4CCOCC4)nn3)c2)cc1 | 1.8% | -0.1%
39 | CC(OC(=O)c1ccc(O)cc1)C(N)=O (stereo not drawn) | -0.5% | 3.2%
40 | CCC(=O)N1CCc2cc(S(=O)(=O)NCCC(=O)Nc3ccc(N(CC)CC)cc3C)ccc21 | 2.2% | 25.4%
41 | Cc1ccc(NS(=O)(=O)c2ccc(NC(C)c3ccc(C)o3)c([N+](=O)[O-])c2)c(C)c1 (stereo not drawn) | 4.1% | -2.7%
42 | O=C(c1cc(-c2ccccc2)on1)N1CCSCC1 | -4.0% | 6.8%
43 | CCN1CCN(c2cc(C)c3cc(NC(=O)c4ccccc4F)ccc3n2)CC1 | -7.3% | 6.6%
44 | Cc1ccc(C)c(CN2C(=O)c3ccccc3S(=O)c3ccc(C(=O)N4CCCCC4)cc32)c1 (stereo not drawn) | -14.5% | ?
45 | CCOc1ccc(C(=O)Nc2nnc(SCc3cc(=O)c4cc(C)ccc4[nH]3)s2)cc1 | -6.8%[57.5 µM] | -0.9%
46 | Cn1c(NCc2cccc(Cl)c2)nc2ccccc21 | -19.7% | ?
47 | CC(Cc1ccc(Br)cc1)NC(=O)C1CC2CCC1C2 (stereo not drawn) | -2.3% | -11.9%
48 | COCCNC(=O)CCc1ncc(-c2ccc(C)c(C)c2)o1 | -8.3% | 4.9%
49 | COc1ccccc1CNC(=O)c1sc(-c2ccc(OC)c(OC)c2)nc1C | -3.1% | -4.3%
50 | c1cc(CNC2CC2)c2cc[nH]c2c1 | 1.7% | 14.4%
51 | CC(C#N)CN(C)C(=O)Cc1coc(-c2ccccc2)n1 (stereo not drawn) | 5.9% | -0.1%
52 | CC(=O)c1cccc(NC(=O)c2noc3c2CCCC3)c1 | 27.9% | 9.3%
53 | C/C(=N\NC(=S)NCc1ccccc1)C(C)C | 3.0% | -4.2%
54 | Cn1nnnc1SCCCNCc1ccc(-c2cccc(Cl)c2)o1 | 1.1% | -22.1%
55 | N#Cc1ccc(C(=O)NC(c2cccs2)C2CCCC2)cc1 (stereo not drawn) | 3.2% | -8.1%
56 | CCOC(=O)N1CCC(NC(=O)c2ccc3c(c2)N(Cc2ccc(Cl)cc2)C(=O)c2ccccc2S3=O)CC1 (stereo not drawn) | -5.7% | ?
57 | CCOC(=O)c1cn[nH]c1S(=O)(=O)N1CCCC1 | -5.7% | -1.2%
58 | O=C(NCc1ccc(Cl)cc1)c1cc2c(s1)-c1ccccc1SC2 | -11.0% | -8.5%
59 | CC1(C)Cc2c(C#N)c(Nc3ccccc3)n3c(SCC(=O)Nc4ccccc4)nnc3c2CO1 | -1.6% | -12.8%
60 | O=C(Nc1ccc2c3c(cccc13)CC2)c1cccc(I)c1 | -8.3% | -1.2%

19 entries out of the list, ordered by SMILES length, largest number first.
item | SMILES | UDG counter | AID inh
40 | CCC(=O)N1CCc2cc(S(=O)(=O)NCCC(=O)Nc3ccc(N(CC)CC)cc3C)ccc21 | 2.2% | 25.4%
22 | Cc1ccc(NC(c2nnc(-c3ccccc3)o2)c2ccccc2F)c([N+](=O)[O-])c1 (stereo not drawn) | ? | -8.5%
4 | CC(=O)c1cccc(NC(=O)CCc2c(C)nc3c(c(C)nn3-c3ccccc3)c2C)c1 | -14.0%[57.5 µM] | -16.1%
45 | CCOc1ccc(C(=O)Nc2nnc(SCc3cc(=O)c4cc(C)ccc4[nH]3)s2)cc1 | -6.8%[57.5 µM] | -0.9%
1 | CCn1c(SCc2ccc(F)cc2Cl)nc(=O)c2c(C(=O)OC)cc(C3CC3)nc21 | 9.0% | ?
38 | CCc1ccc(S(=O)(=O)Nc2cccc(-c3ccc(N4CCOCC4)nn3)c2)cc1 | 1.8% | -0.1%
18 | Cc1cc(F)ccc1NC(=O)c1cc(S(=O)(=O)N2CCc3ccccc32)cn1C | -14.7% | -17.7%
17 | CCc1nn(CC(=O)NCCCc2ccccc2)c(=O)c2cc3ccccc3n12 | 16.6% | -4.8%
49 | COc1ccccc1CNC(=O)c1sc(-c2ccc(OC)c(OC)c2)nc1C | -3.1% | -4.3%
9 | COC(=O)c1ccc(Cn2cnc3nc4c(cc3c2=O)CCCC4)cc1 | 50.9%[activator] | 25.4%
54 | Cn1nnnc1SCCCNCc1ccc(-c2cccc(Cl)c2)o1 | 1.1% | -22.1%
52 | CC(=O)c1cccc(NC(=O)c2noc3c2CCCC3)c1 | 27.9% | 9.3%
57 | CCOC(=O)c1cn[nH]c1S(=O)(=O)N1CCCC1 | -5.7% | -1.2%
11 | COc1ccccc1CNC(=O)c1sc(NC2CC2)nc1C | 6.2% | 0.5%
2 | N#Cc1ccccc1Oc1ccc(OCc2ccccc2)cc1 | -9.4% | -9.8%
42 | O=C(c1cc(-c2ccccc2)on1)N1CCSCC1 | -4.0% | 6.8%
53 | C/C(=N\NC(=S)NCc1ccccc1)C(C)C | 3.0% | -4.2%
50 | c1cc(CNC2CC2)c2cc[nH]c2c1 | 1.7% | 14.4%
3 | O=C(O)Cc1cccc2cccnc12 | 2.8% | 5.2%

Continued:
item | SMILES | UDG counter | AID inh
61 | CCCNC(=O)c1cn(C)nc1-c1ccc2c(c1)OCCCO2 | -3.8% | -4.1%
62 | Cc1ccc(S(=O)(=O)CCC(=O)OCc2cc(=O)oc3cc(C)c(C)cc23)cc1 | -10.7% | -15.2%
63 | CNC(=O)c1nn(CN2CCN(Cc3cc(C)ccc3OC)CC2)c(=O)c2ccccc12 | -0.6% | -8.2%
64 | O=C(CSc1nc2ccccc2c(=O)[nH]1)Nc1ccccc1O | 0.1% | -4.5%
65 | COCCCNC(=O)CSc1nc2cc3c(cc2c(=O)n1CCCC(=O)NCc1ccc2c(c1)OCO2)OCO3 | 1.3% | 6.6%
66 | O=C(c1ccc(OCc2cn3ccccc3n2)cc1)N1CCN(c2ccccn2)CC1 | -2.7% | -8.4%
67 | COc1ccc(Nc2ncc(C(=O)Nc3cc(C)ccc3OC)c3ccccc23)cc1 | -17.2% | ?
68 | COc1ccc(-n2ncc(C(=O)Nc3cccc(C(F)(F)F)c3)c2C2CCN(C(=O)OC(C)(C)C)CC2)cc1 | -3.8% | 0.3%
69 | CN(CCc1ccncc1)Cc1ccc(C#N)cc1 | -6.3% | -1.1%
70 | CCOc1ccc(NC(=O)c2ccc3nc(Cc4ccccc4)oc3c2)cc1 | 16.6% | 1.2%
71 | Cc1ccc(C(C)C)c(OCC(=O)NCc2ccc(Cn3cccn3)cc2)c1 | 12.0% | -4.0%
72 | Cc1ccc(O)c(C)n1 | 3.7% | -0.4%
73 | CCN(CCCNC(=O)c1nn(-c2ccc(OC)cc2)c(=O)c2c1c1ccccc1n2C)c1ccccc1 | -22.8% | 4.7%
74 | COc1cc2c(cc1OC)C(COc1ccccc1OC)N(C(=O)CC(C)C)CC2 (stereo not drawn) | -11.7% | 55.1%[activator]
75 | O=C(O)C1CCN(C2CCOCC2)CC1 | 0.2% | 0.0%
76 | O=C(Cn1ncn2nc(-c3cccs3)cc2c1=O)NCc1ccccc1Cl | 6.2% | 33.8%[activator]
77 | N#CSc1ccc(NC(=O)c2ccc3c(c2)OCCO3)cc1 | 0.8% | -5.4%
78 | CN1NC2(CCCCC2)NC1=S | -12.6% | -3.5%
79 | O=C(CCc1cccnc1)NC1(c2ccc(Br)cc2)CC1 | -3.6% | -1.1%
80 | Cc1ccc(-c2noc(-c3ccc(N4CCCC4)c([N+](=O)[O-])c3)n2)cc1 | ? | 3.9%
81 | O=C(N/N=C/c1cccc(OCCCOc2ccccc2Cl)c1)c1ccccc1 | 3.2% | -3.9%
82 | COc1cccc(Nc2cc(-c3ccccc3)nc(C)n2)c1 | -18.5% | ?
83 | CC(=O)c1cccc(NC(=O)Nc2nnc(N3CCCC3)s2)c1 | -2.9% | -5.2%
84 | CCOCCCNC(=O)c1cccc(C#N)c1 | -10.3% | -0.7%
85 | COC(=O)CC(NC(=O)c1ccc2c(c1)OCCCO2)c1ccc(F)cc1 (stereo not drawn) | -5.2% | -2.3%
86 | CCOC(=O)c1ccc2c(c1)N(Cc1ccccc1)C(=O)c1ccccc1S2 | -1.1% | -16.3%
87 | COc1ccc(-c2nnn(CC(=O)N3CCCC3c3ccc4c(c3)OCCO4)n2)cc1OC (stereo not drawn) | 4.5% | -6.5%
88 | CCCCOc1ccc(/C=C/C(=O)c2ccc(O)c(OC)c2)cc1OCC | -2.0% | -3.6%
89 | O=C(NCCNc1ncccn1)NCCNc1ncccn1 | 2.9% | 1.1%
90 | Cc1ccc(C(=O)NC(c2ccc(Cl)cc2)C2CC2)cc1 (stereo not drawn) | 7.9% | 9.0%
91 | CCOc1ccccc1N(C)C(=O)C1CCCN(c2ncnc3c2nc2n3CCCCC2)C1 (stereo not drawn) | -17.6%[57.5 µM] | 0.7%[57.5 µM]
